Source: PubChem BioAssay
ER stress rescue: rescue of cells from ER stress-induced death, primary screen, 384-well, CSM14.1, thapsigargin, ATP luminescence (AID 1222); CSM14.1 thapsigargin-induced death rescue, ATP luminescence; higher % means a stronger effect; cellular ATP content (survival), % at 20 µM, or EC50 in µM where a hit was titrated; 190,000 tested, under 10 active;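 active = EC50 below 50 µM in the dose-response confirmation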;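 also: death triggered by thapsigargin at about 15 µM added after 2 h compound pretreatment; cell ATP read after overnight thapsigargin exposure of roughly 18 to 22 hours; normalized against plate controls of thapsigargin alone and 5% DMSO vehicle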
MT stabilize HCS: microtubule stabilization, imaging screen. HeLa tubulin immunostaining HCS, 24 h; share of cells brighter than vehicle mean+2SD. % tubulin-high responders, % at 10 µM. 0.83% of 200,000 active;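 active = plate Z-score above 3 for both tubulin-high and condensed-nucleus cell shares, with cell loss under 80%, at 10 µM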;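 also: anti alpha tubulin signal scored within the nucleus-defined area of each cell; some results filed as inactive read as strong as hits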
Dynein transport: blocks dynein driven cargo transport along microtubules; 3617.4 mouse cells, GR-EGFP nuclear translocation imaging; test concentration mostly 20 µM; stimulated with dexamethasone, 1 µM; active compounds read low; z-score, hits read low; 0.47% of 220,000 active;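 active = plate z-score of nuclear minus cytoplasmic receptor signal below a set negative limit, without overly bright fluorescence or cell loss, cut at about -3.5 in these data, passing the limit was not always enough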;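 also: z-score of nuclear minus cytoplasmic ring GR-EGFP intensity difference per well; some compounds called inactive have numbers as strong as hits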
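Buffer or medium: tet-free medium with charcoal-stripped serum / Also added: dexamethasone agonist, 1.0 µM final, for 30 min / Timing: induction 48 h, compound 1 h, agonist 30 min / Measured by: high-content fluorescence imaging after fixation / Read-out: nuclear-to-cytoplasmic GR-EGFP distribution per well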
Yfh1-depleted yeast: enhancers of respiration in Yfh1-depleted yeast, dose response, Friedreich's ataxia, plus single-dose screen (AID 1465) | S. cerevisiae Yfh1-off respiration, WST-1 reduction, 72 h; higher fold induction means a stronger effect | fold induction at 50 µM; hits with a dose series show EC50 in µM | 0.074% of 220,000 active;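 active = fold induction of absorbance versus untreated yeast above a set limit, then at least 30% activation at any dose in follow-up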;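 also: activators that raise dye reduction in frataxin-depleted yeast; strong numbers were not always called active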
Lipid droplet: modulators of hepatic lipid droplet formation | AML12 mouse hepatocytes, oleate lipid droplets, BODIPY imaging | inhibition, % at 6.5 µM | 0.4% of 240,000 active | AID 1656;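 active = lipid droplet intensity inhibited by at least 50%, with more than 500 cells counted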
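Assay system: AML12 mouse liver cells | Compound: 6.5 µM single-point dosing | Schedule: Overnight exposure | Technique: Fluorescence imaging, 20x objective, two fields per well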
Autophagy HCS: alters autophagy in cells | MEF GFP-LC3 puncta imaging; test concentration mostly 10 µM | calls only at 10 µM (by protocol) | 0.98% of 190,000 active | AID 463193;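 active = percentage of spot-positive cells more than 3 SD above its plate mean, without a fluorescence outlier flag or 80% toxicity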;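 also: spot-positive cell cutoff set from DMSO-treated cells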
M17LAP inhibition: P. falciparum M17LAP inhibitors, primary screen, biochemical, fluorogenic H-Leu-NHMec substrate, 1536-well (AID 1619); recombinant M17LAP, H-Leu-NHMec fluorogenic kinetic assay; higher % means a stronger effect; one-dose inhibition, % at 30 µM; IC50 in µM for titrated hits; 0.38% of 220,000 active;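 active = compound inhibiting the enzyme by more than half at any dose during confirmatory dose-response retesting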;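 also: plate controls were full reaction with DMSO carrier for no effect and no enzyme background for full effect; strong numbers were not always called active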
P. falciparum M1AAP: malaria alanyl aminopeptidase activity blockers – biochemical, fluorogenic H-Leu-NHMec substrate, 1536-well (AID 1445). inhibition, % at 30 µM; hits with a dose series show IC50 in µM. 0.42% of 220,000 active. recombinant M1AAP, H-Leu-NHMec fluorogenic kinetic assay; higher % means a stronger effect;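 active = primary inhibition above the hit cutoff, then over 50% inhibition at one or more dose response concentrations, cut at about 23% in these data, passing the limit was not always enough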;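 also: plate controls were DMSO full reaction for no effect and no enzyme background for full effect; strong numbers were not always called active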
Ins promoter up: MIN6 insulin promoter up-regulation; MIN6 insulin promoter-GFP reporter, high-content imaging; active compounds read high; z-score at 5 µM; 0.3% of 190,000 active;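 active = z-score above 3 at 5 µM with at least 500 cells counted in the well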
Dynein transport cytoplasmic EGFP: second read-out of Dynein transport, no call of its own (marks repeat the call); z-score; measured here: cytoplasmic GR-EGFP intensity; active compounds read high
Dynein transport nuclear GR-EGFP: second read-out of Dynein transport, no call of its own (marks repeat the call); z-score; measured here: nuclear GR-EGFP intensity;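 lower value marks the stronger effect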
Dynein transport cell count: recorded beside Dynein transport, whose call it bears; z-score; measured here: cell count per field
Ins promoter up cell count: second read-out of Ins promoter up, no call of its own (marks repeat the call); cell count; measured here: cytotoxicity, nuclei count;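 total cells summed across four imaged fields per well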
Lipid droplet cells 6.5 µM: also measured in Lipid droplet; calls as there; cell count; measured here: cell count, cytotoxicity flag;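 cells counted across two imaged fields per well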
MT stabilize HCS Hoechst-high %: recorded beside MT stabilize HCS, whose call it bears; % Hoechst-high responders; measured here: nuclear condensation Hoechst responders;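 share of cells brighter than vehicle mean plus two SD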
MT stabilize HCS cytotoxicity %: recorded beside MT stabilize HCS, whose call it bears; toxicity, %; measured here: cytotoxicity by cell density;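 0% = mean cell density of plate MIN control wells and 100% = no cells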
Autophagy HCS cell loss 18 h: further read-out of Autophagy HCS, marked with its call; toxicity, %; measured here: cell loss, nuclei count;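 cell loss after 18 h compound exposure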
Active calls of the source: *; i = inactive; / = no result given.

SMILES	ER stress rescue	MT stabilize HCS	MT stabilize HCS Hoechst-high %	MT stabilize HCS cytotoxicity %	Dynein transport	Dynein transport cytoplasmic EGFP	Dynein transport nuclear GR-EGFP	Dynein transport cell count	Yfh1-depleted yeast	Lipid droplet	Lipid droplet cells 6.5 µM	Autophagy HCS	Autophagy HCS cell loss 18 h	M17LAP inhibition	P. falciparum M1AAP	Ins promoter up	Ins promoter up cell count
C/C(=N\NC(=S)Nc1ccc(F)cc1)C1CC1	3.3%	3.0	1.7	7.4	0.154	-0.232	-0.558	0.496	i	/	/	i	2.3	27.3%	-3.4%	1.3	1466
O=C(NNC(=O)C1CCN(c2ncccn2)CC1)c1ccc(Cl)cc1	-0.6%	1.7	0.7	1.2	2.48	-0.0942	2.05	-1.61	i	2.6	674	i	16.0	1.5%	-8.7%	0.61	1528
COc1ccc2nc(SCC(N)=O)cc(C)c2c1	10.3%	5.6	1.7	5.3	0.609	0.00618	0.711	-0.439	i	/	/	i	-6.0	17.6%	-5.8%	0.75	1334
COc1ccccc1-n1c(C)nc2cc(C(=O)NCc3ccc4c(c3)OCO4)ccc21	18.8%	2.4	4.4	6.6	0.27	-0.264	0.418	0.0259	i	2.0	724	i	-15.0	6.4%	8.8%	1.29	1389
CC(C)c1ccc(NC(=O)C(c2ccccc2)N(Cc2ccco2)C(=O)CC2NC(=O)NC2=O)cc1 (centres undefined)	1.1%	1.3	3.9	9.6	1.17	-0.273	-0.0236	-1.35	i	-1.8	731	i	39.0	9.7%	6.6%	-0.68	1174
CCOc1ccc(S(=O)(=O)Nc2ccccc2C(=O)NCc2ccco2)cc1	-2.3%	3.7	2.0	2.4	1.68	-0.137	0.315	-1.32	i	/	/	i	5.0	-3.8%	4.3%	-0.7	1163
COc1ccc(-c2nc(-c3ccccc3)nc(N3CCN(C)CC3)c2C#N)cc1	1.5%	28.0	5.7	48.5	0.152	-0.229	0.248	0.0838	i	/	/	i	-13.2	0.5%	13.7%	/	/
COc1ccccc1NS(=O)(=O)c1ccc(O)c(C(=O)OCC(=O)c2ccc(Cl)cc2Cl)c1	-0.3%	2.5	1.9	0.5	0.481	-0.341	0.497	0.466	i	0.7	652	i	-11.8	-4.4%	-2.5%	-0.57	1237
O=C(N/N=C/c1cn(-c2ccccc2)nc1-c1cc2ccccc2o1)c1cccnc1	10.6%	7.6	2.2	25.2	-0.355	-0.172	0.186	0.386	i	9.8	599	i	3.5	15.0%	1.8%	-0.55	993
Cc1ccc(C(=O)N/C(=C\c2ccc(-c3cccc([N+](=O)[O-])c3)o2)C(=O)NC(C)(C)C)cc1	3.5%	3.7	2.9	4.4	-0.221	-0.252	0.286	0.152	i	-2.9	690	i	2.7	-3.9%	-0.9%	-1.66	1236
Cc1ccc(-c2noc(CSc3nnnn3C3CCCCC3)n2)cc1	-2.1%	5.4	2.3	3.9	0.134	-0.185	0.27	0.115	i	/	/	i	-3.1	7.8%	2.2%	0.48	1039
O=C(OCc1ccccc1)c1cccc(-c2nnc(-c3ccccc3)o2)c1	13.3%	2.0	1.8	8.6	0.209	-0.183	0.0714	-0.47	i	/	/	i	-6.9	3.7%	-0.5%	-0.31	1581
Cc1ccc(Cl)c2c1NC(=O)C2(O)CC(=O)c1ccc(Br)cc1 (centres undefined)	-3.1%	1.7	1.9	9.3	-0.436	-0.245	0.0592	0.375	i	-2.4	791	i	-1.7	6.9%	-1.9%	-0.11	868
C/C=C\C=C\C(=O)N1CC2(CC(c3cccc(NC(=O)COc4ccc(Cl)cc4)c3)=NO2)C[C@H]1C(N)=O (some centres undefined)	/	/	/	/	-0.103	-0.804	-0.00218	-0.0991	i	/	/	/	/	10.2%	6.2%	0.31	1145
CC(/C=N/NC(=O)c1sc(N)nc1C)=C\c1ccccc1	-1.4%	1.3	1.0	8.3	-0.456	-0.105	-0.344	-0.164	i	5.1	689	i	-4.0	-4.5%	1.3%	-0.7	1632
CCOC(=O)CSc1nnnn1-c1cc(OC)ccc1OC	-0.6%	6.7	2.7	3.1	-0.943	-0.318	-0.371	0.227	i	/	/	i	17.1	-1.7%	-2.2%	0.12	1112
Cn1c(CN2CCN(C(=O)c3ccccc3)CC2)nc2cc([N+](=O)[O-])ccc21	-2.4%	1.7	2.3	3.4	1.13	0.091	1.14	-1.68	i	8.0	717	i	-5.3	30.3%	11.8%	-0.12	1366
CN1CCN(CC(=O)N/N=C/c2ccc(F)c(F)c2)CC1	-1.0%	2.2	2.3	1.9	-0.256	-0.238	-0.111	0.611	i	20.3	641	i	37.6	5.9%	1.4%	-0.02	1263
O=C(Nc1ccccc1)C1=C[C@H](c2ccc(C(F)(F)F)cc2)C[C@H](OCc2ccc(CO)cc2)O1	/	/	/	/	-0.457	-0.814	-0.172	0.458	i	-8.0	680	/	/	-3.5%	4.2%	-0.42	895
O=C1N[C@@H](Cc2ccccc2)C(=O)N1CCN1CCOCC1	-0.4%	3.4	3.1	8.4	-0.223	-0.244	-0.299	1.05	i	-0.1	701	i	-0.1	0.5%	-7.6%	-0.44	922
O=C(CCC1CCCN(C(=O)c2ccoc2)C1)NCc1ccccc1F (centres undefined)	1.7%	4.3	2.6	0.2	-0.833	-0.311	-0.602	0.938	i	-18.3	737	i	1.3	2.1%	-18.0%	-0.04	1314
NC(=O)c1ccccc1N=Cc1ccccn1	0.4%	5.1	2.4	11.3	-1	0.0621	-0.162	0.58	i	/	/	i	13.3	-99.0%	5.6%	-0.35	1512
CCCC(=O)NC(=S)Nc1cccc(Cl)c1N1CCCC1	0.2%	7.5	1.1	7.6	-0.776	-0.248	-0.467	0.159	i	-1.5	669	i	3.6	-0.9%	0.2%	-0.5	1579
CC(C)(C)c1cc(C(=O)Nc2cccc3ccccc23)ccn1	-0.5%	3.8	1.4	0.2	1.12	-0.232	0.787	-0.414	i	-20.1	718	i	15.9	-13.7%	-3.8%	/	/
CC(C)COc1nc2ccccc2nc1C(C#N)C(=O)NC1CCCCC1 (centres undefined)	0.3%	1.3	1.4	7.8	-0.532	0.149	-0.288	0.45	i	/	/	i	-3.0	2.3%	7.6%	-0.07	844
O=C(NCc1ccc2c(c1)OCO2)c1cccc(S(=O)(=O)N2CCCCC2)c1	-1.7%	2.8	1.4	1.3	-0.108	-0.275	0.261	0.054	i	-13.7	693	i	-6.0	1.3%	2.4%	/	/
COc1ccccc1N(CC(O)COc1ccc(C)cc1)S(=O)(=O)c1ccccc1 (centres undefined)	-0.7%	4.2	1.7	3.2	1.41	0.0414	0.908	-2.19	i	1.3	623	i	0.8	-13.9%	5.4%	0.02	1601
COc1ccc2c(C)cc(SCC(=O)NCCN3C(=O)CSC3=O)nc2c1	-0.6%	7.6	2.3	8.5	-1.18	-0.251	-0.72	0.62	i	-15.0	667	i	0.5	17.7%	3.4%	0.55	1542
COc1cccc(NC(=O)CCNS(=O)(=O)c2cccc3nsnc23)c1	-0.7%	2.9	0.9	12.5	1.74	-0.132	0.918	-1.06	i	13.2	713	i	-25.9	3.7%	13.0%	/	/
Cc1ccc(S(=O)(=O)Nc2ccc(N=Nc3ccc(O)cc3)cc2)cc1	-3.2%	2.9	2.1	6.7	0.279	-0.233	0.23	-0.343	i	17.3	644	i	-5.8	1.8%	5.7%	-0.1	1334
O=C(N/N=C\C=C\c1ccc2c(c1)OCO2)c1ccc(F)cc1	-1.5%	3.3	3.0	7.7	-0.215	-0.166	-0.0922	0.15	i	-22.6	761	i	6.0	0.0%	1.0%	-0.45	1143
COC(=O)C(Cc1ccc(O)cc1)NC(=O)C(CC(=O)OC(C)(C)C)NC(=O)OC(C)(C)C (centres undefined)	-4.1%	3.8	2.6	6.9	-0.357	-0.343	-0.0921	0.579	i	5.6	744	i	13.0	6.5%	13.2%	-0.65	1306
Clc1ccc(-c2csc(-c3ccno3)n2)cc1	/	/	/	/	0.504	-0.0395	0.688	-0.401	i	10.1	738	/	/	-8.5%	5.6%	-0.52	1030
COc1cccc(/C=N/NC(=O)c2cccc([N+](=O)[O-])c2)c1OS(=O)(=O)c1ccc(C)cc1	1.7%	2.6	1.6	7.8	-0.114	-0.207	0.477	0.327	i	/	/	i	-28.4	-5.9%	11.6%	0.02	1351
CC1CCCCN1CCCNC(=O)c1cc(Br)c(Br)[nH]1 (centres undefined)	-2.1%	1.6	2.0	4.2	-0.765	-0.32	-0.35	0.736	i	-18.0	699	i	-27.7	9.7%	7.3%	-0.27	1336
CSc1nc2c(c(-c3ccc(O)cc3)c1C#N)CCC2	0.2%	3.0	1.7	3.4	1.6	2.26	2.74	-2.07	i	-4.2	774	i	-5.4	8.0%	20.2%	-0.54	1308
COc1ccc(OC)c(-n2c(CNC3CCN(Cc4ccccc4)CC3)nc3ccccc3c2=O)c1	0.5%	1.5	1.1	7.4	0.285	-0.00429	0.25	0.466	i	7.9	715	i	0.3	7.5%	8.7%	/	/
COc1ccc(CN2CCCC(C(=O)c3cccc(OC(C)C)c3)C2)cc1Cn1cccn1 (centres undefined)	5.5%	2.2	2.3	9.2	-0.867	-0.196	-0.00856	0.466	i	-15.8	647	i	10.5	/	/	-1.17	1446
S=c1[nH]nc(CN2CCCC2)n1Cc1ccccc1	3.9%	1.5	1.6	3.4	-0.279	-0.231	-0.22	0.279	i	6.5	681	i	-0.2	-19.9%	8.1%	-0.24	1307
Cc1oc(S(=O)(=O)N(C)C)cc1C(=O)Nc1ccc(F)cc1	/	/	/	/	-1.3	-0.274	-0.823	1.42	i	4.4	638	/	/	-4.8%	0.8%	0.09	1402

An unsorted share of the library; 3.5% or so of the library scored in one or more.
